Screens (PubChem BioAssay)
GPR151 activ: human GPR151 activation | AID 1508602 | activation, % at 11.2 µM | Q8TDV0 | PathHunter beta-arrestin GPR151 cells, luminescence | 650,000 tested, 1% active; in the data active means activation above about 4.9%;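 further: 0% = median of compound wells and 100% = cells with positive control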
Target sequence (Q8TDV0 whole entry, looked up): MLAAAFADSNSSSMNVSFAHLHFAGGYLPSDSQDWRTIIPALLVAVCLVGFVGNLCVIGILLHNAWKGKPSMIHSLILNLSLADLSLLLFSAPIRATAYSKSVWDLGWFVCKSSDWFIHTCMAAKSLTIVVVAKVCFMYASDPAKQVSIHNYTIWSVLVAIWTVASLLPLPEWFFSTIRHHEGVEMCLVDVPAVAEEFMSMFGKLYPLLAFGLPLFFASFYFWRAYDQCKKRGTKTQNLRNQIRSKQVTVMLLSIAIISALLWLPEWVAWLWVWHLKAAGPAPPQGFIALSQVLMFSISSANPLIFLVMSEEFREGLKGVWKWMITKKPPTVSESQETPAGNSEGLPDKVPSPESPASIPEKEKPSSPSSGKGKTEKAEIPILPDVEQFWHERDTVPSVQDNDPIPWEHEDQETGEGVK
MITF inh: blocks human microphthalmia-associated transcription factor; O75030; AlphaScreen MITF homodimerization, bead proximity signal; inhibition, % at 2.6 µM; 650,000 tested, 0.91% active; AID 1259374; in the data active means inhibition above about 50%;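 further: 0% = vehicle wells with protein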
TEAD-YAP inh: TEAD-YAP interaction inhibition; HEK-TIYL cells, TEAD-Gal4/YAP UAS-luciferase luminescence; inhibition, % at 9.12 µM; 640,000 tested, 1.4% active; in the data active means inhibition above about 32%;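 further: 0% = median of test compound wells and 100% = reference inhibitor wells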
FBW7 activator: activators of human E3 ligase FBW7. AlphaScreen FBW7–phospho-cyclin E peptide binding, activator screen. normalized activity (activation), % at 26.1 µM. 650,000 tested, 0.13% active. AID 1259310; in the data active means normalized activity above about 1.9%;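 further: purified mutant Fbw7 with reduced substrate affinity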
Target sequence (Q969H0 whole entry, looked up): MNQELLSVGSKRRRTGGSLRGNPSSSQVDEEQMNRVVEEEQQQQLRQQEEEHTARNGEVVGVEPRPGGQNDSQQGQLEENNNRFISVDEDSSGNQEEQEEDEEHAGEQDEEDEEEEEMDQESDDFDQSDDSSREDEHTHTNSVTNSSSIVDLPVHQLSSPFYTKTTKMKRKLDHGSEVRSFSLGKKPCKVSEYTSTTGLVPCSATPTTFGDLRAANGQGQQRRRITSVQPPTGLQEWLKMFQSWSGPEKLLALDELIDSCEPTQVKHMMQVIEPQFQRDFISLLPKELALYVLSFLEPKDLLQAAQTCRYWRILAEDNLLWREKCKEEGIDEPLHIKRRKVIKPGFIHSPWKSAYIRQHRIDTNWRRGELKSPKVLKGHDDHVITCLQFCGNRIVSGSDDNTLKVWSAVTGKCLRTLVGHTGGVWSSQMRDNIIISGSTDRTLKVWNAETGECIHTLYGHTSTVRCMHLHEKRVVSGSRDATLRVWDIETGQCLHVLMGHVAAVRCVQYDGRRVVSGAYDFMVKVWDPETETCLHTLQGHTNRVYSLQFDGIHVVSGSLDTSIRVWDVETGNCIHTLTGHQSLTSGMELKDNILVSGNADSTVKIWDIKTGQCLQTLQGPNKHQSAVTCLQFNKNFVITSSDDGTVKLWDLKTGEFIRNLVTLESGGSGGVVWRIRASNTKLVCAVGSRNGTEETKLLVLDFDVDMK
Active calls of the source: *; & = joins results of further samples.

SMILES	GPR151 activ	MITF inh	TEAD-YAP inh	FBW7 activator
COc1cc(OC)c(OC)cc1/C=N/n1c(-c2ccco2)n[nH]c1=S	0.5	23	-14	0.3
CCOc1ccc(NC(=O)C(CC(C)C)N2Cc3ccccc3C2=O)cc1 (stereo unspecified)	1.4	-9	-5	-0.1
O=C(Cn1c(=O)oc2ccccc21)N1Cc2ccccc2OC(c2ccccc2)C1 (stereo unspecified)	-1.4	7	7	-0.2
O=C(c1cc(COc2cccc(C(F)(F)F)c2)on1)N1CCCC1	-0.8	11	-30	0.5
O=C(Cc1cccs1)N/N=C\C=C\c1ccccc1	0.3	9	-40	0.1
COC(=O)c1ccccc1NC(=O)COc1ccc(Br)c(C)c1	-0.9	1	5	-0.1
Cc1ccc(/C=C/C(=O)OCc2csc(-c3ccccc3)n2)o1	0.3	4	0	-0.1
N#CCCN(CCC#N)c1ncc(Sc2ccccc2[N+](=O)[O-])s1	-1.2	12	-5	-0.1
COc1cc(CNc2cccc(F)c2)cc(Br)c1O	1.1	11	2	0.1
COC(=O)c1c(C)oc2ccc(NS(=O)(=O)c3ccc(F)cc3)cc12	1.4	-1	27	0.3
CCOc1ccc(Cl)cc1/C=N/N1C(=O)C2C3C=CC(C4CC34)C2C1=O (stereo unspecified)	1.2	19	-6	0.4
O=c1c(-c2ccccc2)[n+]([O-])c2ccccc2n1OCc1ccccc1[N+](=O)[O-]	6.0*	12	8	0.1
CCOc1cccc2c1OC(c1ccc(C(=O)OC)cc1)N1N=C(c3ccco3)CC21 (stereo unspecified)	1.0	21	-68	0.1
OCc1ccc(-c2cnc(Nc3ccc(N4CCOCC4)cc3)c3nccn23)cc1	0.1	15	-46	0.0
CC(C)[C@H](NC(=O)c1ccco1)C(=O)OCC(=O)Nc1ccccc1OC(F)F	-0.5	-4	4	-0.2
CCNC(=O)C1CC(=O)N(c2ccc(F)cc2)C1 (stereo unspecified)	2.5	-6	-6	0.3
CC(/C=N/NC(=O)c1cc(-c2cccn2C)n[nH]1)=C\c1ccccc1	0.7	24	6	0.1
O=C(c1cc2c(=O)oc3ccccc3c2s1)N1CCN(c2ncccn2)CC1	0.5	12	1	0.0
CCN1C(=O)CC(C(=O)OC)C12CCN(CC(c1ccccc1)c1ccccc1)CC2 (stereo unspecified)	0.2	14	6	0.2
CC(C)(C)c1ccc(C2SCC(=O)N2c2ccccc2F)cc1 (stereo unspecified)	-1.6	18	2	0.1
CC(=O)N/C(=C\c1ccccc1)C(=O)NC1CCCC1	0.4	16	-3	0.0
CC(=O)c1cc(C)ccc1OC(=O)c1ccc(F)cc1	-1.0	6	1	-0.2
O=C1NC(=S)N/C1=C\c1ccc(OCc2ccc(F)cc2)cc1	-0.6	0	-6	-0.4
Cc1nc2sccn2c(=O)c1NC(=O)Cc1ccc(Cl)cc1	-0.2	0	6	0.0
Cc1ccc(C)c(C(=O)COC(=O)c2ccc3nc4c(nc3c2)-c2cccc3cccc-4c23)c1	0.3	14	-3	0.0

No new results follow: entries from further up.
SMILES	GPR151 activ	MITF inh	TEAD-YAP inh	FBW7 activator
COc1cc(OC)c(OC)cc1/C=N/n1c(-c2ccco2)n[nH]c1=S	0.5	23	-14	0.3
CCOc1ccc(NC(=O)C(CC(C)C)N2Cc3ccccc3C2=O)cc1 (stereo unspecified)	1.4	-9	-5	-0.1
O=C(Cn1c(=O)oc2ccccc21)N1Cc2ccccc2OC(c2ccccc2)C1 (stereo unspecified)	-1.4	7	7	-0.2
O=C(c1cc(COc2cccc(C(F)(F)F)c2)on1)N1CCCC1	-0.8	11	-30	0.5
O=C(Cc1cccs1)N/N=C\C=C\c1ccccc1	0.3	9	-40	0.1
COC(=O)c1ccccc1NC(=O)COc1ccc(Br)c(C)c1	-0.9	1	5	-0.1
Cc1ccc(/C=C/C(=O)OCc2csc(-c3ccccc3)n2)o1	0.3	4	0	-0.1
N#CCCN(CCC#N)c1ncc(Sc2ccccc2[N+](=O)[O-])s1	-1.2	12	-5	-0.1
COc1cc(CNc2cccc(F)c2)cc(Br)c1O	1.1	11	2	0.1
COC(=O)c1c(C)oc2ccc(NS(=O)(=O)c3ccc(F)cc3)cc12	1.4	-1	27	0.3
CCOc1ccc(Cl)cc1/C=N/N1C(=O)C2C3C=CC(C4CC34)C2C1=O (stereo unspecified)	1.2	19	-6	0.4
O=c1c(-c2ccccc2)[n+]([O-])c2ccccc2n1OCc1ccccc1[N+](=O)[O-]	6.0*	12	8	0.1
CCOc1cccc2c1OC(c1ccc(C(=O)OC)cc1)N1N=C(c3ccco3)CC21 (stereo unspecified)	1.0	21	-68	0.1
OCc1ccc(-c2cnc(Nc3ccc(N4CCOCC4)cc3)c3nccn23)cc1	0.1	15	-46	0.0
CC(C)[C@H](NC(=O)c1ccco1)C(=O)OCC(=O)Nc1ccccc1OC(F)F	-0.5	-4	4	-0.2
CCNC(=O)C1CC(=O)N(c2ccc(F)cc2)C1 (stereo unspecified)	2.5	-6	-6	0.3
CC(/C=N/NC(=O)c1cc(-c2cccn2C)n[nH]1)=C\c1ccccc1	0.7	24	6	0.1
O=C(c1cc2c(=O)oc3ccccc3c2s1)N1CCN(c2ncccn2)CC1	0.5	12	1	0.0
CCN1C(=O)CC(C(=O)OC)C12CCN(CC(c1ccccc1)c1ccccc1)CC2 (stereo unspecified)	0.2	14	6	0.2
CC(C)(C)c1ccc(C2SCC(=O)N2c2ccccc2F)cc1 (stereo unspecified)	-1.6	18	2	0.1

Going on with the list:
SMILES	GPR151 activ	MITF inh	TEAD-YAP inh	FBW7 activator
Cc1ccc2oc3c(c(=O)c2c1)C(c1cccnc1)N(c1ccccn1)C3=O (stereo unspecified)	-0.2	-6	-2	0.0
NC(=O)CSc1nc(N)cc(N)n1	0.1	0	-8	0.0
O=Cc1ccc(-c2cc(N3CCN(CCO)CC3)ncn2)cc1	0.1	26	13	0.2
COc1ccc(CCN(C(=O)/C=C/C(=O)O)C2CC(=O)N(c3ccc(Cl)cc3)C2=O)cc1 (stereo unspecified)	0.3	-16	-3	-0.2
NNC(=O)c1nnn(-c2nonc2N)c1C(=O)NN	2.3	-3	4	-0.2
CC1=C(C(=O)OCCOC(C)C)C(c2ccc(O)cc2)C2=C(CC(C)(C)CC2=O)N1 (stereo unspecified)	0.5	7	-2	0.1
CCOc1ccc(/C=C2\N=C(c3ccc(C)cc3)NC2=O)cc1	0.3	0	-6	-0.2
CCc1ccccc1OCC(=O)Nc1ccc(OC)cc1OC	-1.5	4	-1	0.1
CC1CCc2nc(SC3CC(=O)N(c4ccccc4)C3=O)c(C#N)cc2C1 (stereo unspecified)	0.3	18	-11	0.2
Fc1ccccc1Cn1nnc2c(NC3C4CC5CC(C4)CC3C5)ncnc21 (stereo unspecified)	1.8	7	3	0.0
CC(C)C(NC=C1C(=O)OC(C)(C)OC1=O)C(=O)O (stereo unspecified)	0.0	1	-12	0.0
O=C(CSc1ncnc2sccc12)c1ccc(S(=O)(=O)N2CCCC2)cc1	0.4	-10	8	0.0
COc1ccc(CN2CCN(Cc3ccc(Cl)cc3)CC2)c(OC)c1	0.1	61*	-19	-0.2
CN(C)c1ccc(CNC(=O)C(Cc2ccccc2)n2cccc2)cc1 (stereo unspecified)	0.6	23	-2	-0.2
Cc1cc(C(=O)N2CCN(c3ccccc3)CC2)c(C)o1	1.0	10	-3	-0.1
CCc1ccc(C2NC(=O)NC(C)=C2C(=O)OC(C)C)cc1 (stereo unspecified)	-0.4	-4	-10	0.0
COc1cc(C=C2C(=O)NC(=O)NC2=O)ccc1OCc1cccc(C(=O)O)c1	-7.3	5	81*	-0.3
Cc1cc(S(=O)(=O)NC(C)(C)C)ccc1-n1cnnn1	-0.6	-6	-21	-0.1
COc1ccc2c(CNCCc3ccccc3Cl)c(C(=O)O)[nH]c2c1	2.9	9	6	0.1
Cc1ccc(-c2c(C(=O)Nc3ccc(Cl)cc3)oc(=O)c3ccccc23)cc1	0.6	14	-8	0.1
Cc1nc(CCNC(=O)CC2C(=O)NCCN2CC(C)(C)C)nc2c1CCC2 (stereo unspecified)	0.1	11	-1	0.1
COc1ccc(-n2nc3ccc(NC(=O)c4cc(Br)ccc4OC)cc3n2)cc1	1.0	-7	2	0.1
Nc1ncnc(NCc2ccco2)c1[N+](=O)[O-]	2.0	-2	5	-0.2
Cc1ccc(S(=O)(=O)/N=C2/NC(=O)/C(=C/c3cccc([N+](=O)[O-])c3)S2)cc1	-0.4	3	-3	0.0
C=CCSC1=C(C#N)C(c2ccc(F)cc2)CC(=O)N1 (stereo unspecified)	-0.2	9	-5	0.0
SMILES	GPR151 activ	MITF inh	TEAD-YAP inh	FBW7 activator
CCCCOc1ccc(-c2ccccc2)cc1	1.5	12	-5	0.0
Cc1nc2ccncc2cc1-c1ccnc(-c2ccccn2)n1	-1.2	19	-3	-0.4
COc1ccccc1CN1CCN(C2CCC(c3ccccc3)CC2)CC1 (stereo unspecified)	1.7	71*	-27	-0.2
COC(=O)C1(Cc2ccccc2)NC(c2cccs2)C2C(=O)N(c3ccccc3)C(=O)C21 (stereo unspecified)	0.3	0	-16	0.2
COc1ccc(CSCC(=O)Nc2ccccc2)cc1[N+](=O)[O-]	-0.8	-3	8	-0.1
O=C(NCc1ccccn1)c1cccc(OC2CCN(C(=O)C3=CCCCC3)CC2)c1	0.0	13	5	0.1
CCN1CCN(c2ncc(C(=O)NCc3cccnc3)c3ccccc23)CC1	3.6	3	-8	0.1
CCN(CC)C(=O)C1CCCN(c2ncc(C)c(Nc3ccccc3)n2)C1 (stereo unspecified)	1.3	11	-4	0.1
O=C1CCC(CCNCCOc2ccccc2)N1Cc1ccc(Cl)s1 (stereo unspecified)	-1.2	-8	4	-0.1
CCCNC(C)C(=O)Nc1ccccc1C (stereo unspecified)	-1.7&0.8&0.4&1.4	2&11&-1&6	4&6	0.1&-0.1&-0.1&0.1
c1cnc2ccc(Nc3nccc(NCCN4CCOCC4)n3)cc2c1	0.1	8	-6	-0.1
Clc1ccc(CNc2ncc(Br)cn2)cc1	0.2	-3	-36	-0.1
O=C(c1cccc(F)c1)N1CCN(c2ccc3nncn3n2)CC1	-0.8	-5	-16	0.0
CCOc1cc(C(=O)N2CCc3cc(OC)c(OC)cc3C2COc2ccc(F)cc2)cc(OCC)c1OCC (stereo unspecified)	-0.8	26	-8	0.5
O=[N+]([O-])c1cccc(C2SCCN2S(=O)(=O)c2ccc(I)cc2)c1 (stereo unspecified)	0.2	3	-5	-0.1
COc1ccc(S(=O)(=O)ON2C(=O)c3cccc4cccc(c34)C2=O)cc1	0.4	-12	7	-0.1
Cc1nc2nc(SCc3c(F)cccc3Cl)nn2c(C)c1Cc1ccc(F)cc1Cl	0.8	5	-10	0.0
COCCN(C(=O)CNC(=O)c1ccco1)C(C(=O)NC1CCCC1)c1ccccc1 (stereo unspecified)	-1.2	-4	7	-0.1
Cc1ccc(NC(=O)c2nnn(Cc3cccc(Cl)c3)c2N)c(Br)c1	0.2	0	1	0.1
COc1ccc(Cl)cc1NC(=O)CSc1nnc(COc2cccc(C)c2)o1	-1.6	-6	10	0.1
C=C1c2cc(C)c(C)cc2NC(=O)N1c1ccccc1	-0.2	-8	1	-0.2
CNS(=O)(=O)c1cccc(C(=O)OCc2cc(C(=O)OC)c(C)o2)c1	1.1	0	-4	0.1
O=C(Nc1ccccc1C(=O)O)c1ccc(C(=O)Nc2ccccc2C(=O)O)cc1	0.0	0	15	-0.1
CCOC(=O)CSc1nc2cc(C(=O)N(C)Cc3ccccc3)ccc2c(=O)n1-c1ccccc1	-0.5	-6	3	-0.1
CCC(=O)Nc1ccc(S(=O)(=O)N2CCC(C)CC2)cc1	0.0	9	8	0.2
SMILES	GPR151 activ	MITF inh	TEAD-YAP inh	FBW7 activator
CCCSc1nnc(NC(=O)c2cc(OC)cc(OC)c2)s1	1.4	7	2	-0.1
N#Cc1ccc(N2C(=O)C3C(C2=O)C2C=CC3C23CC3)cc1 (stereo unspecified)	-1.7	2	-6	-0.3
CC(C)(C)NC(=O)C(OC(=O)c1ccco1)c1ccccc1 (stereo unspecified)	0.9	1	3	0.0
COc1cc(/C=C2\N=C(c3ccc(C)c(C)c3)OC2=O)cc(I)c1OC(C)=O	-0.1	7	8	0.1
CCCCCn1c(=S)[nH]c2cc(C(=O)Nc3ccc(C)c(C)c3)ccc2c1=O	0.1	8	2	0.0
CCC(OC(=O)/C=C/c1ccc([N+](=O)[O-])cc1)C(=O)Nc1sc2c(c1C#N)CCCC2 (stereo unspecified)	-0.3	17	-4	0.6
COc1ccc(P(=O)(CO)c2ccc(OC)cc2)cc1	1.7	0	0	0.1
Cc1cc(NC2CC2)nc(Nc2nccc3ccccc23)n1	-1.5	10	-16	0.1
O=C(Nc1ccc(Cl)c(Cl)c1)c1ccc(Br)o1	-0.5	6	-40	0.5
Cc1ccc(N2C(=O)CSC2c2ccccn2)cc1Cl (stereo unspecified)	0.5	4	-12	0.0
COCC(=O)NNC(=O)Nc1ccc(OC)c(OC)c1	0.2	-101	-3	0.1
O=C1N(Cc2ccccc2F)c2ccccc2C12OCCCO2	-1.2	2	-29	-0.2
CC(=O)OCc1cnnn1-c1nonc1N	-1.5	16	-7	0.1
COC(=O)c1ccccc1NC(=O)Cc1ccc(OC)c(OC)c1	1.4	6	-1	0.0
C1=C(c2ccco2)N2CCN=C2S1	-0.9	5	3	0.1
O=C1c2cc3ccccc3cc2C(=O)N1c1ccc(O)cc1	-0.2	-33	0	0.2
COC(=O)C1=C(O)CSC1=Nc1ccc(C)cc1	-0.1	10	10	0.3
Cc1nc(N2CCN(Cc3ccccc3)CC2)c2cc(C)sc2n1	0.6	-17	6	0.0
COc1ccc(Cl)cc1C(=O)Nc1cccc(-c2nc3ccc(C)cc3o2)c1C	1.0	-1	6	-0.1
O=C(/C=C\c1ccco1)Nc1cccc(C(=O)Nc2cccc(O)c2)c1	-1.9	-6	-21	0.8
